D1 agonist: activates the human D1 dopamine receptor. P21728. HEK293 T-REx D1 cells, calcium flux, agonist mode. activation, % at 2 µM. 1% of 360,000 active. AID 504660; in the data active = activation above about 30%; also: 0% is about no effect
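Inducible HEK293 T-REx D1 cells, force-coupled to calcium signalling, were plated at 4000 cells/well with tetracycline and held overnight at 30 C. After no-wash calcium dye loading, compound-evoked calcium rise over 180 s flagged agonists.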
TRHR ag: agonists of human TRH receptor. P34981. 0.18% of 360,000 active. TRHR cells, calcium flux fluo-8, FDSS agonist mode. AID 493084. activation, % at 2 µM; in the data active = activation above about 30%; also: 0% is about no effect
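Read-out: compound-evoked intracellular calcium rise in TRHR cells, fluo-8 dye, kinetic FDSS fluorescence at 1 s/cycle following a 10-cycle baseline. Cells cultured overnight before dye loading (30 min–1.5 h, RT).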
RXFP1 agonist: agonists of human relaxin receptor RXFP1; Q9HBX9; 0.3% of 370,000 active; Potency, µM (series often up to 57.5 µM), inactives show at the top dose activation, hits mostly activators; HEK293T-RXFP1 cAMP TR-FRET, 30 min; response scale: percent of porcine relaxin response, buffer zero; also: potency is read from the fitted curve at half-maximal effect; % is scaled to controls: 0 for no effect and ±100 for the full control effect; nearly all actives have a fitted effect of over 60% in size; many of its hits are not listed in these tables
Target sequence (Q9HBX9 whole entry, looked up): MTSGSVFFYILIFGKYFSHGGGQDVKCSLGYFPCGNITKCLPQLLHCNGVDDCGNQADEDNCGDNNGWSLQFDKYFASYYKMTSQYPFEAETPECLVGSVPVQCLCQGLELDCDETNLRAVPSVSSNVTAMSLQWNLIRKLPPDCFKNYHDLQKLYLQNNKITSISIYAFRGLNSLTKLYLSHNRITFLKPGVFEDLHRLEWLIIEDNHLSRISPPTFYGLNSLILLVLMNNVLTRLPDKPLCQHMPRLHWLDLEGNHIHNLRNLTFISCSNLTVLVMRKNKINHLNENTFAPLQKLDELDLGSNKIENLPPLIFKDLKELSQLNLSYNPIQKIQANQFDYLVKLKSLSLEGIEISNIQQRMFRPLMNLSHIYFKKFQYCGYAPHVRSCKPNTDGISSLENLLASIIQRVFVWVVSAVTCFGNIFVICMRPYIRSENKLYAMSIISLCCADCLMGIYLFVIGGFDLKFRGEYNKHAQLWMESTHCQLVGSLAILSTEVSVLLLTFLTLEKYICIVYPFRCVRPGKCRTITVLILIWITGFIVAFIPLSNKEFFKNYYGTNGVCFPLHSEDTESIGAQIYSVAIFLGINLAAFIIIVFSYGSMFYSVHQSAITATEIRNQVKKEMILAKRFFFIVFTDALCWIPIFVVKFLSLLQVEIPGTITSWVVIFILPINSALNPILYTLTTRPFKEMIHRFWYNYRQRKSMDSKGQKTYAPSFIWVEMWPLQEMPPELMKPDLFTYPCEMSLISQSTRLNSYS
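Agonist response is measured as cAMP accumulation in an RXFP1-transfected HEK293T line under PDE4 inhibition. Values are scaled between buffer-only and 29 nM porcine relaxin, and EC50s come from standard Hill equation fits.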
D2 PAM: D2 dopamine receptor (human) potentiation. HEK293 T-REx D2, calcium flux, EC20 dopamine potentiation. potentiation, % at 10 µM. P14416. 0.34% of 340,000 active. AID 485347;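 active = potentiation over 3 SD above the plate norm, cut at about 30% in these data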; also: 0% is about no effect
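Potentiation of an EC20 dopamine calcium response is measured in a force-coupled, tetracycline-inducible Hek293 Trex D2 line. Compound-only kinetic reads over 180 s flag agonists before dopamine addition.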
RXFP1 antag: antagonists of human relaxin receptor RXFP1; Q9HBX9; HEK293-RXFP1, relaxin-stimulated cAMP HTRF, 30 min; stronger effect = lower value; activity change, negative = inhibition, % at 57.5 µM; 0.59% of 350,000 active; AID 1259400;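 active = activity change of -60% or lower, but not beyond a set lower limit; inconclusive = change between -60% and -40%, or beyond the set limit; inactive = change above -40%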; also: % is scaled to controls: 0 for no effect and ±100 for the full control effect
D1 potentiator: potentiators of human D1 dopamine receptor; AID 504651; HEK293 TREx D1 cells, calcium flux, dopamine EC20 potentiation; P21728; 0.036% of 360,000 active; potentiation, % at 10 µM; in the data active = potentiation above about 30%; also: 0% is about no effect
Apoferritin bind: candidate novel general anesthetic via apoferritin binding; 0.074% of 350,000 active; AID 485281; Potency, µM (top dose mostly 77.5 µM), for inactives: at the top dose activity change, negative = displacement, most hits filed as inhibitors; P02791; apoferritin/1-aminoanthracene competitive binding, fluorescence; also: potency is read from the fitted curve at half-maximal effect; % is scaled to controls: 0 for no effect and ±100 for the full control effect; nearly all actives have a fitted effect of over 20% in size
Target sequence (P02791 2-175 limits assumed): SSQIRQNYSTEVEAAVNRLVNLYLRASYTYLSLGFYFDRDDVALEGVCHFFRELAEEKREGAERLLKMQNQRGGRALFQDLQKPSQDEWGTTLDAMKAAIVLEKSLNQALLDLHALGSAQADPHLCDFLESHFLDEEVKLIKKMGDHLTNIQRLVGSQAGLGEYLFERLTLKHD
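Concentration-response curves derived by four-parameter Hill fitting of normalized fluorescence, where compounds displaced 1-AMA from 10 uM horse apoferritin following a brief 10 min room-temperature incubation; propofol titration acted as positive control.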
D1 antagonist: antagonists of human D1 dopamine receptor | activity change, negative = inhibition, % at 10 µM | AID 504652 | 3.2% of 360,000 active | HEK293 TREx D1 cells, calcium flux, dopamine EC80; stronger effect = lower value; in the data active = activity change below about -30%; also: % is scaled to controls: 0 for no effect and ±100 for the full control effect
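Inducible Hek293 Trex D1 cells (tetracycline, overnight, 30 C). Calcium dye 30–90 min RT. Antagonist mode: EC80 dopamine added after 180 s compound read.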
TRHR PAM: allosterically enhances the human TRH receptor | TRHR cells, fluo-8 calcium fluorescence, EC20 TRH enhancement | enhancement, % at 2 µM | 0.66% of 360,000 active; in the data active = enhancement above about 30%; also: 0% is about no effect
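TRHR-expressing cells loaded with fluo-8 calcium dye were read kinetically (ex 480/em 530) during compound addition, then stimulated with an EC20 of TRH (10 nM final). Enhancement of the Gq-mediated intracellular calcium response was scored.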
Starred values were filed as active, the others as inactive; ? = inconclusive; . = no result given; [ ] = remark or other dose. Unless noted, calls follow the shape of the dose curve; as a rule, active = well fitted curve in the direction sought with a large enough effect; inconclusive = small, poorly fitted or top-dose-only effect, or another doubt; inactive = no such curve, though single readings can be large; an effect the other way counts as inactive or inconclusive. Only part of the results is shown. The share of hits here may be higher or lower than overall.

Molecule | D1 agonist | TRHR ag | RXFP1 agonist | D2 PAM | RXFP1 antag | D1 potentiator | Apoferritin bind | D1 antagonist | TRHR PAM
O=C(O)c1c(Cl)c(Cl)c(Cl)c(Cl)c1C(=O)N1CCCC1 | 3 | 0.7 | 0.4% | . | -5 | -3 | -3% | 7 | 1
O=c1[nH]c(COc2ccc(Cl)cc2Br)nc2ccccc12 | 3 | 0.0 | 2.3% | -4 | 1 | 3 | ? | 6 | -5
CCCCCCCCNC(=O)c1cnsn1 | 2 | -0.2 | 3.3% | -2 | -6 | -3 | -5% | 8 | -1
COc1ccc(C(=O)C2CCCN(C(=O)c3cccs3)C2)cc1F (stereo unspecified) | 0 | -1.4 | 1.3% | 10 | 0 | -6 | -11% | -2 | 7
CCOc1ccc(CNC(=O)Cn2nc(C)c3nn(-c4ccc(Cl)cc4)c(C)c3c2=O)cc1OC | 1 | -0.9 | 3.8% | -3 | -11 | -4 | -3% | -23 | 4
COc1ccc(C(=O)NCc2nnc(SCC(=O)Nc3nc4ccc(C)cc4s3)o2)cc1OC | 1 | -0.2 | 0.4% | 3 | 10 | 0 | 2% | 8 | 1
CN(Cc1ccccc1)C(=O)c1ncn(C)c1C(=O)N(C)Cc1ccccc1 | 0 | -0.2 | 1.3% | 0 | . | 3 | . | -20 | -6
COc1cccc2c1ncc1c(-c3ccc(C)cc3)nn(-c3cccc([N+](=O)[O-])c3)c12 | -1 | 1.6 | -1.0% | 4 | -5 | -1 | 40%[activator] | 5 | -8
CCCn1nnc(NC(=O)c2cccc(OCc3ccccc3)c2)n1 | 0 | -1.0 | 1.1% | 2 | -2 | -2 | ? | 0 | -1
COc1ccc(CNC(=O)c2nn(-c3ccccc3)cc2OC)cc1 | 1 | -0.7 | 0.5% | -1 | -12 | -5 | -16% | 4 | 7
Cn1c(=O)c(=O)n(C)c2cc(S(=O)(=O)N3CCN(c4ccccc4)CC3)ccc21 | 2 | -1.4 | 5.9% | -8 | 15 | 5 | -5% | 22 | 0
O=C(CN1CCC(O)(c2ccc3c(c2)OCO3)CC1)N1CCOCC1 | 4 | 0.3 | -1.1% | -5 | 5 | -6 | -11% | 1 | 15
Cc1onc(-c2ccccc2Cl)c1C(=O)N1CCCC1 | 4 | 0.8 | 0.8% | -8 | -9 | -7 | 3% | 0 | -3
O=C(CSc1cccc(C(F)(F)F)c1)N1CCN(S(=O)(=O)c2ccccc2)CC1 | 5 | -0.6 | 1.7% | 7 | -3 | -7 | 2% | 7 | -10
Cc1ccccc1OCCn1cc(C(=O)O)c2ccccc21 | 4 | -0.2 | 2.4% | 15 | -6 | -8 | -6% | -12 | -4
CS(=O)(=O)N(CC(=O)N1CCN(c2cccc(Cl)c2)CC1)C1CCCCC1 | 4 | 0.7 | 0.1% | -2 | 5 | 4 | 1% | -2 | 1
Cc1ccc(C)c(S(=O)(=O)N2CCN(C(=O)c3cccn3C)CC2)c1 | 2 | -0.7 | -2.4% | 10 | 0 | -2 | . | 2 | -3
S=c1oc(-c2ccncc2)nn1CCc1ccncc1 | 1 | 0.6 | 0.8% | -2 | 5 | -5 | 1% | 6 | 0
N#Cc1c(-c2ccccc2)nc(SCC(=O)Nc2ccc(OC(F)(F)Cl)cc2)[nH]c1=O | 5 | -0.6 | ? | 9 | 6 | 4 | -7% | 13 | 12
NC(=S)N/N=C/c1coc2ccc(F)cc2c1=O | 3 | -0.7 | -2.4% | -1 | 18 | -1 | -3% | -13 | -4
c1ccc(CSc2nnc(Cc3ccccc3)o2)cc1 | 2 | -1.4 | -0.9% | -5 | -3 | 0 | ? | -7 | 4
O=C(N/N=C\c1ccc(Cl)s1)c1cccs1 | 0 | -0.2 | 0.3% | 2 | -2 | -1 | ? | 2 | -2
CC(=O)Oc1ccccc1C(=O)Nc1ncc([N+](=O)[O-])s1 | 33* | 4.5 | 4.3% | -9 | -61* | -2 | -4% | -34* | -3
Cc1ccc(-n2nc(C)c3c(C)cc(=O)n(CC(=O)N4CCCc5ccccc54)c32)cc1 | 1 | 0.3 | -0.5% | -16 | -6 | -1 | 3% | 3 | 4
Cc1cccc(N2CCN(C(=S)c3ccccc3)CC2)c1 | 0 | -0.8 | -2.3% | -4 | -17 | 0 | -19% | -11 | 2
O=S1(=O)CCOCCCN1Cc1ccccc1 | 0 | -0.1 | 3.0% | 8 | . | -4 | -20% | 17 | 2
CCOc1ccc(NC(=S)NC23CC4CC(CC(C4)C2)C3)cc1 | 1 | 0.2 | 0.2% | 7 | . | -2 | -6% | -1 | -3
O=C(CNC(=S)N(CCCN1CCOCC1)Cc1cccs1)NCc1ccccc1Cl | 4 | -0.6 | 1.5% | -24 | -3 | 2 | -8% | -4 | -7
COc1cccc(CNC(=O)CCC2CCCN(c3cc(C)nc(N(C)C)n3)C2)c1 (stereo unspecified) | 0 | 0.7 | 0.9% | . | -13 | -3 | -11% | 0 | -1
CCn1cc(CN2CCC(C(=O)Nc3cccc(-c4cccc(OC)c4)c3)CC2)cn1 | 2 | 0.1 | -0.5% | -17 | -10 | 3 | -6% | -3 | 4
CC1CN(C(=O)c2cccc(Oc3ccccc3)c2)CC(C)O1 (stereo unspecified) | 2 | 0.0 | 1.5% | 7 | 6 | 0 | -9% | 0 | -3
COc1ccc(-c2cc(C(F)(F)F)nc(SCC(=O)Nc3ccc4c(c3)OCO4)n2)cc1OC | -2 | 0.5 | 0.9% | -7 | -2 | 12 | -9% | 5 | -1
CC1Cc2ccccc2N1C(=O)CSc1nnc2n1C(C)(C)Cc1ccccc1-2 (stereo unspecified) | 0 | -0.6 | 0.7% | 34* | 2 | 5 | -16% | 6 | -1
CCCC(=O)N(CCN1CCOCC1)c1nc2c(C)ccc(C)c2s1 | 1 | 0.7 | -0.8% | 10 | ? | 0 | 3% | 22 | 4
COc1ccc(NC(=O)CSc2nc3[nH]c(=O)cc(O)c3s2)c(OC)c1 | 2 | 0.6 | 0.5% | -12 | 0 | -3 | . | -8 | 3
Cc1ccc(S(=O)(=O)N(CC(=O)N2CCN(c3ccc(F)cc3)CC2)C2CCCCC2)cc1 | 2 | -0.5 | 2.4% | -8 | 15 | 12 | 3% | -25 | -9
COc1ccc(CC(=O)OCC(=O)N2CCCC(C)C2)cc1 (stereo unspecified) | -1 | 0.3 | 0.5% | -6 | 4 | -1 | ? | 20 | 0
CCc1nn(-c2ccccc2)c(N)c1-c1ccc(OC)c(OC)c1 | 3 | -1.0 | -0.1% | 3 | 5 | 3 | -6% | -7 | 14
CSc1cccc(NC(=O)N2CCc3ccc(NC(=O)c4ccccn4)cc3C2)c1 | 1 | -0.6 | 1.0% | -12 | 6 | -4 | -20% | -10 | 0
CC(=O)c1sc(-c2ccccn2)nc1C | 3 | -0.3 | 7.3% | 1 | . | 0 | -7% | 5 | 1
CCCn1c(N)c(N(CCOC)C(=O)c2ccc(N3CCCC3=O)cc2)c(=O)[nH]c1=O | 2 | 0.2 | 1.1% | 10 | 2 | -5 | . | 4 | -3
Cc1ccc(S(=O)(=O)N2CCCCC2)cc1NC(=O)C1=NN(c2ccccc2)C(=O)CC1 | 6 | 0.2 | 1.0% | 6 | 5 | -9 | . | -44* | -6
O=C(CCS(=O)(=O)c1ccc(Br)s1)NCc1ccccc1 | -2 | -0.3 | 2.9% | 5 | 4 | -1 | -11% | 27 | 3
Cc1cc(NS(=O)(=O)c2ccc(NC(=O)c3ccco3)cc2)nc(C)n1 | 0 | 0.2 | 0.8% | -3 | -16 | -6 | -15% | 3 | 4
COc1ccc(NC(=S)N/N=C2\CC(C)(C)Oc3ccc(O)cc32)cc1 | 0 | -1.2 | -0.1% | 5 | -17 | -5 | 53%[activator] | -6 | -1

Marked active in D2 PAM, among the entries above:
Structure	D1 agonist	TRHR ag	RXFP1 agonist	D2 PAM	RXFP1 antag	D1 potentiator	D1 antagonist	TRHR PAM
CC1Cc2ccccc2N1C(=O)CSc1nnc2n1C(C)(C)Cc1ccccc1-2 (stereo unspecified)	0	-0.6	0.7%	34*	2	5	6	-1

Other compounds.
Molecule | D1 agonist | TRHR ag | RXFP1 agonist | D2 PAM | RXFP1 antag | D1 potentiator | Apoferritin bind | D1 antagonist | TRHR PAM
COc1ccccc1CC1(C)NC(=O)N(CC(=O)Nc2cc(C)on2)C1=O (stereo unspecified) | 0 | 2.1 | -0.3% | . | -4 | -3 | -5% | -9 | 2
Cc1ccc(-c2cc3cccc[n+]3cc2-c2ccc(C)cc2)cc1 | 1 | -0.2 | -0.1% | 10 | . | -1 | -5% | 21 | -5
Nc1c(-c2ccc(F)cc2)cnc2ncnn12 | 3 | -0.4 | 3.4% | 7 | 12 | -2 | -1% | 12 | 5
c1ccc2c(c1)nc(Nc1ccc(N3CCCCC3)cc1)c1nncn12 | 3 | -3.6 | -0.1% | 7 | -3 | -9 | ? | 17 | 5
N#Cc1ccc[n+](CC(=O)c2ccc(Cl)cc2)c1 | 5 | 1.1 | 0.4% | -8 | 5 | -3 | -7% | -8 | 1
CC(=O)NS(=O)(=O)c1ccc(NC(=O)NC2CCCCC2)cc1 | 3 | 0.6 | 0.1% | 2 | -10 | -5 | -8% | -9 | 0
Nc1ccc(S(=O)(=O)N2CCCC2)cc1Cl | 1 | -0.1 | 0.4% | 18 | 18 | 1 | -16% | 5 | 3
CC(OC(=O)c1cc(=O)[nH]c2ccccc12)c1ccccc1 (stereo unspecified) | 0 | -0.5 | 4.0% | . | 1 | 0 | ? | -10 | -1
Cc1c(O)nc2ccccn2c1=O | 0 | -0.7 | 3.8% | 2 | 10 | -1 | -2% | -3 | -2
CC(C)CNC(=O)NC(=O)COc1ccc(C=O)cc1 | 3 | 0.0 | 3.1% | -14 | -1 | -2 | -21% | -9 | 0
CCCC1=C(C(=O)OCC)C(c2ccc(F)cc2)n2ncnc2N1 (stereo unspecified) | 2 | -2.5 | 1.2% | 1 | 4 | -3 | -14% | -8 | 1
CCN(CC)Cc1c(O)ccc2c(=O)c(-c3ccccc3Cl)coc12 | 2 | 0.3 | 3.0% | 1 | 9 | -3 | 92%[activator] | 0 | -5
CCOC(=O)C1=C(COC(=O)C2CC(=O)N(c3ccccc3F)C2)NC(=O)NC1C (stereo unspecified) | 3 | 0.6 | -1.5% | -3 | -4 | -2 | . | -2 | -1

Bioassay records from PubChem BioAssay.
